Compound activity: PubChem BioAssay, Sanford-Burnham Center for Chemical Genomics
tim23-1 inh: tim23-1 yeast growth inhibition; S. cerevisiae tim23-1 growth, BacTiter-Glo luminescence, 24 h; inhibition, % at 20 µM; actives 1.3% (n = 330,000);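 active = growth inhibition of the mutant yeast at or above 50%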;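 also: temperature-sensitive mutant grown at 25 °C; plate controls were DMSO-treated mutant yeast for no effect and medium wells lacking yeast for full effect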
tim10-1 inh: inhibits growth of tim10-1 mutant yeast | actives 2.2% (n = 330,000) | inhibition, % at 20 µM | S. cerevisiae tim10-1 ts strain growth, BacTiter-Glo, 24 h;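 active = inhibition of at least 40%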;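 also: mutant grown at 25 °C; 0% = DMSO wells with yeast and 100% = wells holding no yeast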
TIM10 inh: growth inhibitors of TIM10 yeast strain. S. cerevisiae TIM10 strain growth, BacTiter-Glo luminescence, 24 h. inhibition, % at 10 µM. actives 1.4% (n = 330,000);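 active = inhibition of 40% or more at the single tested concentration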;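 also: wild-type TIM10 isogenic control strain grown at permissive 25 °C; 0% = DMSO yeast wells and 100% = minimal medium wells without yeast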
GRIN3A LBD mod: modulates the human NR3A ligand-binding domain; Tm shift relative to glycine control, % at 25 µM; NR3A LBD differential scanning fluorimetry, Tm shift; 0% = protein alone, 100% = glycine-bound protein; AID 1259313; actives 2.5% (n = 340,000);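 active = melting temperature shift of at least 10% of the positive control shift, at one fixed dose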
MIN6 prolif: MIN6 beta-cell proliferation induction; MIN6 cells proliferation, ATPlite luminescence, 48 h; cells starved in 0.2% serum; 100% = growth in 10% serum; proliferation, % at 10 µM; actives 0.29% (n = 330,000);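 active = compounds whose signal lies at least 3.5 SD above the mean of all wells on their plate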;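 also: 0% = DMSO-treated cells in low-serum medium and 100% = 10% serum control; some compounds called inactive have numbers as strong as hits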
APJ agonist: agonists of human APJ apelin receptor | CHO-K1 APJ PathHunter beta-arrestin, luminescence; 0% DMSO wells, 100% apelin | actives 0.11% (n = 330,000) | P35414 | activation, % at 20 µM;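 active = activation more than six SD over the plate average, tested at 20 µM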;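 also: 0% = DMSO alone and 100% = apelin-13 at 10 nM; some results filed as inactive read as strong as hits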
Target sequence (P35414 whole entry, looked up): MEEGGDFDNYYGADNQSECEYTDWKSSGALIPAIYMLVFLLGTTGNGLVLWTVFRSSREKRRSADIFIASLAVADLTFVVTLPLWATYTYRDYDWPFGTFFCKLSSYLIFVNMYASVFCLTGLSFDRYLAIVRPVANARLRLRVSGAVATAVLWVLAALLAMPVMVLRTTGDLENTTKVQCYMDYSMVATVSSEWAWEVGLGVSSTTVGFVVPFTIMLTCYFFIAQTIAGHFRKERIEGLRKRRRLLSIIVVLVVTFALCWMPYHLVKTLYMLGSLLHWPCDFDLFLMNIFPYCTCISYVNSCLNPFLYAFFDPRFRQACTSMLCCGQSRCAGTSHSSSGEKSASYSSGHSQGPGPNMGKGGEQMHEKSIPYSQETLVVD
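Material: engineered CHO-K1 APJ arrestin reporter cells; amount: 1000 CHO-K1 reporter cells seeded per well; incubation: compound stimulation 90 min at 25 °C, detection 60 min; signal: luminescent beta-gal fragment complementation, chemiluminescent substrate; read-out basis: APJ agonist activity; controls: DMSO-only wells as negative, 10 nM Apelin-13 as positive control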
APJ antagonist: antagonists of human APJ apelin receptor; P35414; CHO-K1 APJ beta-arrestin complementation, luminescence; inhibition, % at 20 µM; actives 0.32% (n = 330,000);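 active = inhibition above about 40% at 20 µM, limit read from the data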;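 also: cells challenged with 10 nM apelin-13 agonist together with compound; plate controls were apelin-13 plus DMSO wells for no effect and DMSO wells lacking apelin-13 for full effect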
NALP3 yeast inh: blocks the NALP3 inflammasome reconstituted in yeast | inhibition, % at 10 µM | actives 0.39% (n = 330,000) | Yeast reconstituted NLRP3/ASC/caspase-1, beta-gal luminescence, 24 h;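 active = inhibition of 50% or more; inactive = inhibition below 50%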;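 also: plate controls were induced DMSO wells for no effect and uninduced yeast grown without galactose for full effect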
MPTP block: inhibitors of mitochondrial permeability transition pore; AID 602449; isolated mouse mitochondria, Ca2+ swelling absorbance, 30 min; actives 1.4% (n = 360,000); inhibition, % at 10 µM;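 active = inhibition of 50% or more, scaled per plate between neutral and stimulator controls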;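 also: 0% = DMSO wells given calcium and 100% = 1 mM EGTA wells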
The depositor's hits bear a star; . = not tested or not shown.

Screens in order: NALP3 yeast inh	TIM10 inh	MPTP block	GRIN3A LBD mod	APJ agonist	MIN6 prolif	tim23-1 inh	APJ antagonist	tim10-1 inh
COCCN(Cc1cc2cc(C)ccc2n2nnnc12)C(=S)Nc1ccc(C)cc1
 : 7	18	-0.3	-2	-4	7	14	4	13
O=C(CCC(=O)N1CCN(c2ccccc2F)CC1)c1ccc(F)cc1
 : 19	-33	0.0	-1	-1	-1	-15	7	-43
O=C(C1=C[C@@H](c2ccc(C(F)(F)F)cc2)C[C@@H](OCCCCO)O1)N1CCOCC1
 : -1	-5	-2.7	0	-4	-1	-5	-66	-5
CCOC(=O)C1(C(C)(C)CC)CC(CSc2nc3ccccc3[nH]2)OC1=O (stereo not drawn)
 : 19	16	13	-10	7	-4	32	-7	24
Cc1nc(NC(=O)CSc2nnc(C3CC3)n2N)c(Cl)cc1Cl
 : 7	-1	-0.6	1	-1	8	4	-6	-5
N#Cc1c(N)n(-c2ccc(O)cc2)c2nc3ccccc3nc12
 : 8	-6	-0.7	1	-3	-1	-3	-3	-5
CC(C)(C)C(=O)Nc1ccc(C(=O)Nc2cc(NC(=O)c3ccc(NC(=O)C(C)(C)C)cc3)cc(C(=O)O)c2)cc1
 : 10	10	-0.3	-6	-2	1	2	4	8
CCn1c2ccccc2c2cc(N=C3SC(CC(=O)Nc4ccccc4OC)C(=O)N3C)ccc21 (stereo not drawn)
 : 1	33	0.6	-3	-7	-2	0	-2	13
CC(=O)c1cccc(CN2CCCC(C(=O)Nc3ccc(-c4ccco4)cc3)C2)c1 (stereo not drawn)
 : 17	25	-0.8	-10	-2	-4	27	-27	31
Cc1c(NC(=O)C(C)OC(=O)c2c3c(nc4ccccc24)CCC3)c(=O)n(-c2ccccc2)n1C (stereo not drawn)
 : -11	3	4.2	1	0	1	3	-18	7
CCOc1cc(CNn2cnnc2)cc(Br)c1OCC(=O)NC1CCCCC1
 : -12	0	0.5	-1	-4	-1	16	0	9
O=S(=O)(NC1CCCCC1NS(=O)(=O)c1ccc(F)cc1)c1ccc(F)cc1 (stereo not drawn)
 : -2	8	1.7	2	1	0	-8	-5	6
CCOC(=O)c1nc(Nc2ccc(OC)cc2)c2ccccc2n1
 : -2	-3	0.4	-4	0	-1	27	-18	38
O=C(O)CCCNC(=O)c1ccccn1
 : -3	-1	-1.3	-1	-15	0	10	-6	4
N#Cc1cc2c(nc1SCc1ccc(Cl)nc1)CCCCC2
 : 13	5	0.4	-2	-5	-2	17	13	17
CC[C@@H](NS(=O)(=O)c1ccc(C)cc1)C(=O)Oc1ccc2c3c(c(=O)oc2c1)CCC3
 : 10	11	36	-22	-1	0	25	6	10
N#Cc1ccc(COc2ccc(CCO)cc2-n2nc3ccccc3n2)cc1
 : 1	35	-0.8	2	-1	0	42	1	26
C[C@H](CO)N1C[C@H](C)[C@@H](CN(C)C(=O)NC2CCCCC2)Oc2ccc(NC(=O)Cc3ccccc3)cc2C1=O
 : 9	-2	0.8	1	-2	-1	8	3	-1
CCCCNC(=O)N(O)C1N(/N=C/c2cccs2)C(=S)SC1(C)C (stereo not drawn)
 : 16	-5	0.5	0	0	1	4	16	3
COc1ccccc1C(=O)Nc1c2c(nn1-c1ccc([N+](=O)[O-])cc1)CS(=O)(=O)C2
 : 7	-4	-1.3	0	9	8	5	-2	-5
COc1cccc(NC(=O)CN(C)C(=O)c2cccnc2Sc2ccc(C)c(C)c2)c1
 : 22	15	-1.9	0	-3	3	17	12	18
CC12COC3(C(=O)Nc4ccccc4)CC1CCC32C (stereo not drawn)
 : 10	16	-0.6	2	-3	-1	6	-9	-5
O=C(Nc1ccccc1)Nc1nnc(-c2ccccc2)s1
 : 3	3	22	7	-5	-1	-4	19	-3
NS(=O)(=O)c1ccc(NC(=O)COC(=O)c2ccc3c(c2)OCCO3)cc1
 : -5	-5	-0.3	-1	-5	-1	13	-26	-5
O=C(c1ccc(COc2c(F)c(F)c(F)c(F)c2F)o1)N1CCOCC1
 : 24	12	13	-3	-2	-4	7	4	10
CCOc1ccc(NC(=O)c2ccc(N3CC4CC(C3)c3cccc(=O)n3C4)c(NC(=O)c3cccnc3)c2)cc1 (stereo not drawn)
 : 10	2	0.8	-1	-3	-5	3	18	12
CCN1CCCC1CNC(=O)c1cc2cc(OC)c(OC)cc2[nH]1 (stereo not drawn)
 : 14	-7	0.3	2	-2	1	4	18	-3
N#Cc1ccccc1OCC(=O)Nc1ccc2c(c1)OCCO2
 : 31	4	0.8	-2	-2	-4	22	9	6
COc1ccc(C(c2c(O)ccc3ccccc23)N2CCOCC2)c(OC)c1 (stereo not drawn)
 : 46	39	4.7	0	-3	-6	-61	24	-2
O=C(NCCN1CCOCC1)c1cc2sccc2n1Cc1ccc(F)cc1
 : 11	-6	-1.2	-3	-5	0	9	-19	25
O=C(c1ccc(Cl)cc1)N1CCCC(C(=O)N2CCN(c3ccccc3)CC2)C1 (stereo not drawn)
 : 3	0	2.6	0	-3	-2	12	4	0
O=C(CN1CCCCC1)Nc1ccc(Br)cc1[N+](=O)[O-]
 : 3	-18	-0.4	1	-1	-3	11	-1	5
CCOc1ccccc1N(CC)C(=O)c1ccc2c(=O)n3c(nc2c1)CCCCC3
 : -2	18	-1.4	0	-4	-2	24	17	15
COc1ccc(/C=C/C(=O)Nc2ccncc2)cc1OC
 : 7	-15	-1.0	1	-1	-2	-2	-26	-11
Cc1ccccc1OCC(=O)Nc1ccc2c(c1)OCO2
 : 36	-10	-2.5	-2	-1	-3	0	2	-3
O=[N+]([O-])c1ccc(O)c(/C=N/NC2=NS(=O)(=O)c3ccccc32)c1
 : 24	6	1.4	-1	-3	3	1	4	18
COc1ccc(-c2nn(C)c3sc(C(=O)NCc4ccco4)cc23)cc1OC
 : 4	-31	1.2	2	-7	-3	-20	-3	-21
COc1cccc(N2CCN(C(=O)c3ccc(CS(=O)Cc4ccc(C)cc4)o3)CC2)c1 (stereo not drawn)
 : -6	4	-0.3	1	-1	1	29	16	19
FC(F)(F)c1nc(NCC2CCCO2)c2nnn(Cc3ccccc3Cl)c2n1 (stereo not drawn)
 : -6	-32	-1.8	0	-1	-1	-5	-24	-29
CN(C)CCN(C(=O)c1ccccc1Cl)c1nc2c(Cl)cccc2s1
 : 5	15	-1.0	-6	2	0	38	17	33

Reprinted from the entries so far for reference:
Screens in order: NALP3 yeast inh	TIM10 inh	MPTP block	GRIN3A LBD mod	APJ agonist	MIN6 prolif	tim23-1 inh	APJ antagonist	tim10-1 inh
FC(F)(F)c1nc(NCC2CCCO2)c2nnn(Cc3ccccc3Cl)c2n1 (stereo not drawn)
 : -6	-32	-1.8	0	-1	-1	-5	-24	-29
CN(C)CCN(C(=O)c1ccccc1Cl)c1nc2c(Cl)cccc2s1
 : 5	15	-1.0	-6	2	0	38	17	33

New compounds follow
Screens in order: NALP3 yeast inh	TIM10 inh	MPTP block	GRIN3A LBD mod	APJ agonist	MIN6 prolif	tim23-1 inh	APJ antagonist	tim10-1 inh
COC(=O)c1cc(C#N)c(N2CC(C)OC(C)C2)nc1C (stereo not drawn)
 : -4	-6	-0.7	1	-2	-3	-4	6	-8
CC(=O)Nc1ccc(S(=O)(=O)N2c3ccc(F)cc3CCC2C)cc1 (stereo not drawn)
 : 2	24	5.5	-3	0	-4	26	-5	13
COCCN(C(=S)Nc1cccc(OC)c1)C(C)c1cccs1 (stereo not drawn)
 : -14	32	0.0	2	-3	0	36	9	29
CCN(CC)c1ccc(C2C(C(=O)OC(C)C)C(=O)CC(C)(O)C2C(=O)OC(C)C)cc1 (stereo not drawn)
 : 3	15	-1.9	-2	1	1	23	0	19
O=S(=O)(NCCCc1ccccc1)c1ccc(F)c(F)c1
 : 45	-10	-1.1	-1	-1	0	29	6	6
CCOc1ccc(Cl)cc1CNCCCSc1ncccn1
 : 5	-3	0.6	2	-2	-5	-3	-21	-9
Cc1ccc(NC(=O)c2cc(-c3cc(C)c(C)cc3O)n[nH]2)cc1C
 : 2	-2	5.9	33*	-3	-4	1	5	-7
Cc1noc(C)c1S(=O)(=O)N1CCC(C(=O)N2CCN(c3ccc(F)cc3)CC2)CC1
 : 9	7	.	-3	-6	0	2	-4	12
O=C(NCc1cccs1)c1ccc(N2CCCC2=O)cc1
 : 4	-22	-1.8	-4	0	0	7	5	-1
O=C(CSc1nnc(-c2cccs2)n1-c1ccccc1)NCC1CCCO1 (stereo not drawn)
 : 3	12	-0.6	0	-1	2	10	5	12
O=c1cnnc(Nc2ccccc2F)[nH]1
 : 7	0	-1.0	-1	-2	0	-14	3	-11
C#CCOCCOCCOCCNc1nc(N2CCN(C(=O)C([C@@H](C)CC)n3cc(C(N)CC(C)C)nn3)CC2)nc(N2CCN(C(=O)[C@H](CCC(=O)O)n3cc(C(N)CC(C)C)nn3)CC2)n1 (stereo partly drawn)
 : 20	10	-1.1	1	-1	2	12	-1	2
O=C(NCc1ccco1)c1sc2cc(Cl)ccc2c1Cl
 : 46	22	1.9	4	1	-2	31	22	16
Cc1ccc(-n2nnnc2SC(C)C(=O)Nc2ccc(Cl)cn2)cc1 (stereo not drawn)
 : 14	16	1.0	-2	-1	1	32	5	36
COc1ccc(OC)c(NC(=S)N2CCN(C/C=C/c3ccccc3)CC2)c1
 : 31	4	0.1	0	4	0	29	-9	11
C/C(=N\NC(=O)CCC(=O)N/N=C(\C)c1ccc(C)o1)c1ccc(C)o1
 : 4	-17	0.9	1	3	1	-2	-7	-16
O=CN1N=C(c2ccccc2)CC1c1ccc(Cl)cc1 (stereo not drawn)
 : 10	5	6.1	1	-3	0	35	8	5
O=C(CSc1ncnc2c1oc1ccccc12)N1CCCc2ccccc21
 : 29	-4	79*	2	-1	-6	31	17	36
c1ccc(SCCN2CCc3ccccc3C2)cc1
 : -12	-10	-0.6	0	-2	-1	9	9	9
Cc1ccc(NC(=O)c2cccc(N3C(=O)C4C5CCC(C5)C4C3=O)c2)c(C)c1 (stereo not drawn)
 : -1	13	7.0	-4	1	0	17	22	21
O=C(Nc1ccc2oc(-c3ccccc3F)nc2c1)c1ccc([N+](=O)[O-])o1
 : 13	17	1.7	8	6	-1	9	-32	-35
COc1ccc(NC(=O)Nc2ccccc2SC)cc1OC
 : 18	18	0.3	1	-5	-6	3	13	3
Oc1c(C(c2ccco2)N2CCN(C(c3ccccc3)c3ccccc3)CC2)sc2ncnn12 (stereo not drawn)
 : 7	11	0.1	-4	-3	-7	23	7	22
CC1(C)CC(=O)C(C(=S)Nc2ccccc2)=C(NCCN2CCOCC2)C1
 : -6	1	1.7	1	-3	-4	20	20	15
C#CCOc1c(Br)cc(/C=N\NC(=O)CN2CCOCC2)cc1OCC
 : 5	-3	0.8	1	0	-4	20	-5	16
CN=c1scc(-c2ccc(OC)cc2)n1/N=C(\C)c1cccnc1
 : 18	17	1.2	2	0	-7	31	4	-18
CCCN(C(=O)CSCc1ccc(Cl)cc1)c1c(N)n(Cc2ccccc2)c(=O)[nH]c1=O
 : 13	5	-1.6	-1	-1	-1	2	12	0
COC(=O)c1[nH]c2c(c1C)C(=O)CC(c1ccccc1)C2 (stereo not drawn)
 : 1	8	-0.2	-3	-3	-4	6	10	25
Cc1ccc(C)c(OCC(=O)N/N=C/c2c(C)nn(-c3ccccc3)c2Cl)c1
 : 20	14	.	.	0	-2	10	-9	12
O=C(O)c1cccc(N2C(=O)CSC2=S)c1
 : 11	14	-1.8	1	0	-1	10	12	13
COc1cc(/C=C2\SC(N)=NC2=O)ccc1OCC(=O)Nc1ccccc1C
 : 14	9	3.2	5	-2	1	11	1	-2
NC(=O)c1ccc(NC(=O)COC(=O)CC2Sc3ccccc3NC2=O)cc1 (stereo not drawn)
 : 16	12	-1.3	2	6	3	5	-13	-4
